Screens: PubChem, several laboratories
SRC1 inh – inhibitors of human steroid receptor coactivator 1 (SRC1). Q15788. HEK293 GAL4-SRC1 luciferase reporter, luminescence. inhibition, % at 3.6 µM. hit rate 0.12% among 360,000;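 active means inhibition above the campaign mean plus 3 SD, with each screening campaign given its own cutoff, cut at about 60% in these data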;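 further: 0% = DMSO treated cells and 100% = gossypol at 36 µM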
Exocytosis inh – blocks lytic granule exocytosis. TALL-104 LAMP-1 surface exposure, flow cytometry; cells stimulated with thapsigargin and PMA. inhibition, % at 10 µM. hit rate 0.66% among 360,000. AID 651702;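 active means inhibition above about 55%, limit read from the data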
NOD2 RIPK2 PPI – blocks binding of human NOD2 to RIPK2; O43353; CHO BLA complementation NOD2-RIPK2, CCF4 ratio; inhibition, % at 4.98 µM; hit rate 0.38% among 360,000; AID 624267; in the data active means inhibition above about 21%;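 further: 0% = vehicle only and 100% = reference blocker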
Target sequence (O43353 whole entry, looked up): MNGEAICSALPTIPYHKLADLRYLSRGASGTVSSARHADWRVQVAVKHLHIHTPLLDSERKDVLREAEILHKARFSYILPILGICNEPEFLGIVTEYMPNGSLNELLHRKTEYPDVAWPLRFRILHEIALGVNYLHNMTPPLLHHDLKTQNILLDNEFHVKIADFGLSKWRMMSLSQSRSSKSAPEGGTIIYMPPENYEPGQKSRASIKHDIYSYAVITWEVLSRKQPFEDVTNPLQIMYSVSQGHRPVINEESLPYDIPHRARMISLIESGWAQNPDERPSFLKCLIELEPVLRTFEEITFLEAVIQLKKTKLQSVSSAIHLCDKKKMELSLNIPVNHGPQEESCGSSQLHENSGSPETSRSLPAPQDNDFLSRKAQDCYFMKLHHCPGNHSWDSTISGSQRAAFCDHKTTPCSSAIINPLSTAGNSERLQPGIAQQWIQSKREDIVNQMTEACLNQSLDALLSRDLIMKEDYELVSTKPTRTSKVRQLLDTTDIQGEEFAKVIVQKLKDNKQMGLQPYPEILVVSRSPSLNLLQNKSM
TROY NFkB inh – inhibitors of TROY-dependent NF-kB signaling; Q293 LMP1-TROYcd NF-kB luciferase reporter, 4 h; inhibition, % at 10 µM; hit rate 0.98% among 360,000;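 active means compounds whose plate-normalised and pattern-corrected inhibition of the luciferase reporter signal at the single screening dose is 50% or more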
NCOA2 inhibitor – inhibits human steroid receptor coactivator 2; Q15596; HEK293 GAL4-SRC2 luciferase reporter, luminescence; inhibition, % at 9 µM; hit rate 0.17% among 370,000;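 active means inhibition above the mean inhibition of all tested compounds plus 3 SD, set per campaign, cut at about 52% in these data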;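 further: 0% = DMSO treated cells and 100% = cells given Gossypol at 36 µM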
SRC3 inh – inhibitors of human steroid receptor coactivator 3 (SRC3); Q9Y6Q9; HEK293 GAL4-SRC3 luciferase reporter, luminescence; inhibition, % at 3.6 µM; hit rate 0.17% among 360,000; AID 588352;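 active means inhibition above a per-campaign cutoff, the mean of all compounds plus 3 SD, cut at about 60% in these data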;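 further: 0% = DMSO-treated cells and 100% = gossypol-treated cells at 36 µM; higher means less SRC3-driven luciferase light from the GAL4 reporter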
TWEAK Fn14 block – inhibitors of TWEAK-Fn14 interaction signaling; TWEAK-stimulated Fn14 reporter cells, luciferase luminescence, 8 h; inhibition, % at 10 µM; hit rate 2% among 360,000; AID 1159606; in the data active means inhibition above about 50%
ABHD5-PLIN5 inh – blocks binding of human ABHD5 to perilipin-5; hit rate 0.78% among 360,000; inhibition, % at 4 µM; Split G. princeps luciferase complementation, luminescence, 4 h;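 active means inhibition above the mean inhibition across every tested compound plus 3 SD, cut at about 22% in these data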;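 further: 0% = DMSO only wells and the 100% control is not disclosed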
LRH-1 inv ag – suppresses constitutive activity of human LRH-1 | HEK293T StAR-luciferase reporter, LRH-1 transfected, 24 h | inhibition, % at 3.6 µM | AID 602396 | O00482 | hit rate 0.13% among 360,000;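 active means inhibition above the mean inhibition of all tested compounds plus 3 SD, cut at about 73% in these data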;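 further: 0% = DMSO wells and 100% = reporter-only cells lacking LRH-1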
Target sequence (O00482 whole entry, looked up): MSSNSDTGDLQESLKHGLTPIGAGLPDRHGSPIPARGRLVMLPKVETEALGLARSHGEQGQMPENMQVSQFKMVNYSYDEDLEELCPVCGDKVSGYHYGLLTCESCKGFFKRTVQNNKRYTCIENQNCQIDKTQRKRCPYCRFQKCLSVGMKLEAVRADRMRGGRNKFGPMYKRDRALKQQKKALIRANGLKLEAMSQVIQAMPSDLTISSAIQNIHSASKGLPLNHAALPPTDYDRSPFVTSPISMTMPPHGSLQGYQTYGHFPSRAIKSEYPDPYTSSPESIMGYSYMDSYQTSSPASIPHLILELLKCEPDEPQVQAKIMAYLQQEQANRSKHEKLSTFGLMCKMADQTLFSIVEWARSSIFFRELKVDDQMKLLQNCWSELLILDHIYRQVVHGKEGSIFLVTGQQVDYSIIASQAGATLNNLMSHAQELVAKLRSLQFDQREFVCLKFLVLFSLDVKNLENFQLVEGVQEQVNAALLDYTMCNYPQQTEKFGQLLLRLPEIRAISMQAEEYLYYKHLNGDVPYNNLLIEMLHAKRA
COUP-TFII inh – blocks human COUP-TFII nuclear receptor; P24468; hit rate 0.7% among 370,000; HEK293T NGFI-A luciferase reporter, luminescence; inhibition, % at 8.6 µM;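 active means inhibition above a per-plate cutoff, mean inhibition of test wells between control levels plus 3 SD, cut at about 38% in these data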;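 further: cells cotransfected with COUP-TFII expression vector driving the NGFI-A reporter; 0% = median of COUP-TF2 test wells and 100% = reporter-only cells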
TLR9-MyD88 inh – blocks human TLR9 binding to MyD88; CHO BLA complementation TLR9-MyD88, CCF4 FRET ratio; inhibition, % at 4.98 µM; hit rate 0.21% among 340,000; AID 504734;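 active means inhibition above the mean over all tested compounds plus 3 SD, cut at about 21% in these data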;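 further: 0% = DMSO only wells and 100% = clavulanate BLA inhibitor control wells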
Starred values were filed as active, the others as inactive; / = no result given.

Screens in order: SRC1 inh | Exocytosis inh | NOD2 RIPK2 PPI | TROY NFkB inh | NCOA2 inhibitor | SRC3 inh | TWEAK Fn14 block | ABHD5-PLIN5 inh | LRH-1 inv ag | COUP-TFII inh | TLR9-MyD88 inh
1) Clc1ccc(-c2cc3ccccc3nc2N2CCCC2)cc1
 : -5 | -8 | 1 | -72 | 7 | 2 | -28 | -12 | -1 | 6 | -9
2) O=C(C[C@H]1C/C=C\C[C@@H](Cc2ccc(F)cc2)C(=O)O[C@@H](c2ccccc2)CNC1=O)N[C@@H](CO)Cc1ccccc1
 : -4 | -5 | -7 | 11 | -14 | 7 | -11 | -3 | 10 | -12 | -7
3) O=c1c2ccccc2nc2n1CC/C2=C\N1CCN(c2ccc([N+](=O)[O-])cc2)CC1
 : -5 | 10 | -26 | 23 | 16 | -7 | 3 | 2 | 2 | -7 | -1
4) CC(C)CSc1nnc(N)s1
 : 4 | 0 | 5 | 11 | -20 | 7 | -11 | -4 | -4 | 12 | 7
5) Cn1c(SCc2ccccc2)nc2ccsc2c1=O
 : 3 | 1 | -3 | 2 | 9 | 13 | 22 | 1 | 8 | 24 | -8
6) CCOC(=O)c1sc(NC(=O)CSc2nc3cccnc3n2C)nc1C
 : 5 | 9 | -3 | 7 | 1 | -9 | 12 | 0 | 10 | 12 | -4
7) COc1ccc(S(=O)(=O)NC(C)c2ccccc2)cc1C(=O)N1CCCCC1 (stereo not given)
 : 1 | -4 | -12 | 5 | -12 | 18 | 7 | 3 | -1 | 4 | 0
8) CCSc1nc2ccccc2n1C(=O)/C=C\c1ccc(OC)c(OC)c1
 : -8 | 1 | -4 | 36 | 10 | 30 | 91* | 40* | -2 | 10 | -2
9) Cc1cc(=O)oc2cc(NC(=O)c3cccc(S(=O)(=O)N(C)C)c3)ccc12
 : -51 | -2 | 3 | -28 | -12 | -85 | -7 | 1 | -54 | -9 | 0
10) CCc1ccc(OCC(=O)NCCOc2ccccc2)cc1
 : -10 | -4 | -1 | -28 | -38 | 5 | -23 | -1 | 15 | -17 | 8
11) CCCC[n+]1ccn(-c2nc3ccccc3nc2[N-]S(=O)(=O)c2ccc(Br)cc2)c1
 : -3 | -9 | -20 | -16 | -3 | 23 | -30 | 1 | -4 | 12 | 5
12) CC(C(=O)Nc1cc([N+](=O)[O-])ccc1Cl)N1CCN(c2ccc(O)cc2)CC1 (stereo not given)
 : 11 | 0 | 1 | -2 | -16 | 2 | -21 | 8 | -11 | -21 | 10
13) CCOc1ccc(NS(=O)(=O)c2ccc3c(c2)N(C(C)=O)CCO3)cc1
 : -5 | -5 | -4 | 18 | 3 | -14 | -2 | -8 | 2 | 3 | 3
14) CCOc1ncccc1C(=O)OCc1ccc(C(=O)OC)o1
 : 6 | -3 | -16 | 1 | -42 | 8 | -6 | 1 | 11 | 16 | -2
15) COc1ccc(C(=O)c2c(N)sc3c2CCN(C)C3)cc1
 : -14 | -5 | -7 | -44 | -7 | 2 | -18 | -2 | -6 | 6 | 2
16) COCCc1ncc(CN2CCC(C(=O)Nc3cccc(-c4cscn4)c3)CC2)cn1
 : 13 | 2 | -7 | -4 | 12 | 17 | 3 | -1 | 27 | 19 | 3
17) CC1CC(C)CN(C(=O)CN2CCN(Cc3ccc(Cl)cc3)C2=O)C1 (stereo not given)
 : 3 | 0 | 0 | 2 | 10 | 12 | -15 | 1 | 11 | 11 | 4
18) CCN(CC)S(=O)(=O)c1cc(C(=O)Nc2ccc(Cl)cn2)ccc1C
 : -92 | -7 | -1 | 32 | -47 | -62 | 18 | -10 | -165 | -53 | 3
19) CC(=O)c1sc(NC(=O)COc2ccccc2)nc1C
 : -68 | 2 | -7 | -47 | -63 | -26 | -32 | 0 | -65 | -13 | 4
20) COCc1c(C(=O)N/N=C(/C)c2cccs2)nnn1-c1nonc1N
 : 17 | -11 | -11 | -1 | -4 | -30 | -18 | -4 | -20 | 0 | -4
21) Cc1cc(NS(=O)(=O)c2ccc(NC(=O)CSc3nnc(-c4ccco4)n3C)cc2)nc(C)n1
 : 3 | -1 | -1 | 9 | -2 | 20 | 1 | -1 | 7 | 1 | 6
22) CCCNC(=O)c1cc(C2CCCCN2S(=O)(=O)Cc2cccc(C(F)(F)F)c2)on1 (stereo not given)
 : -7 | 0 | 10 | 2 | 3 | 0 | -18 | -3 | 20 | 8 | /
23) CCOc1ccc(N2C(=O)CC(Sc3nccc(C)n3)C2=O)cc1 (stereo not given)
 : -1 | 1 | -6 | -4 | -48 | -15 | 8 | 4 | 11 | 11 | 5
24) CCCCN1C[C@H](CSC)[C@@H](CC(=O)Nc2ccc(OC)cc2)C1=O
 : 7 | 1 | -6 | 9 | -10 | 6 | 13 | -2 | 3 | -3 | 8
25) CC1CN(C(=O)c2ccc(COc3ccc4ccccc4c3)o2)CC(C)O1 (stereo not given)
 : -24 | 32 | 4 | -40 | -6 | -15 | -20 | 5 | -33 | -31 | -6
26) COc1ccc(CNC(=O)C2(C)Cc3c(-c4ccc5c(c4)OCO5)ccnc3O2)cc1OC (stereo not given)
 : 7 | 14 | -2 | 10 | -2 | 1 | -7 | -1 | -5 | 3 | /
27) Cc1ccccc1SCCNC(=O)c1ccccc1Br
 : -25 | 0 | 0 | -43 | -33 | -14 | -28 | 9 | -61 | -28 | -2
28) COc1cc(OC)c(Cl)cc1N
 : -1 | 0 | -7 | 10 | 3 | 17 | 9 | -7 | 2 | -6 | 2
29) FC(F)(F)c1cccc(OCC2CNC(=S)O2)c1 (stereo not given)
 : -39 | -9 | 0 | -5 | 5 | 0 | 2 | 1 | -13 | -7 | -9
30) Cn1c(-c2ccc(F)cc2)cnc1NCc1ccc(F)cc1F
 : 13 | 0 | 3 | -4 | -12 | -6 | -6 | 3 | 19 | -27 | -5
31) Cc1cccnc1C(NC(=O)C1CCN(CCOc2ccc(F)cc2)CC1)c1ccc(Cl)cc1 (stereo not given)
 : 7 | 10 | -1 | -8 | 14 | -4 | -1 | 3 | -21 | 3 | /
32) O=C(Cc1csc(NC(=O)Nc2cccc(Cl)c2)n1)NC1CCCC1
 : -38 | 0 | -11 | 20 | -24 | -21 | -1 | -6 | -25 | -22 | 0
33) COc1ccc(S(=O)(=O)N2CCCCCC2)cc1C(=O)N(C)CC(=O)Nc1ccccc1C(F)(F)F
 : 13 | 1 | -7 | 8 | 2 | -12 | 4 | 5 | 14 | 3 | -7
34) CCc1nnc(NC(=O)CSc2nnc(CSc3nc(C)cc(C)n3)n2C)s1
 : -21 | -7 | 0 | 11 | -3 | 12 | -18 | -5 | -6 | -13 | -1
35) CCCN1CCN(C(=O)c2cc(COc3ccc(F)cc3F)on2)CC1
 : -16 | -2 | 3 | -23 | -18 | -10 | -7 | -6 | -6 | 10 | -1
36) O=C(CN1CCC(C(=O)c2ccc(F)cc2)CC1)Nc1ccc(F)cc1
 : -25 | 0 | 4 | 5 | 4 | -6 | 5 | -2 | -2 | 12 | -5
37) CCn1c(SCC(=O)NCC2CCCO2)nnc1-c1ccccc1OC (stereo not given)
 : -6 | -2 | -7 | -9 | -10 | 10 | -9 | 0 | 4 | -9 | -7
38) CCC1(C)Cc2ccccc2-c2nc3n(c(=O)c21)CC(C(=O)O)S3 (stereo not given)
 : -2 | -3 | -1 | 19 | -30 | -18 | 0 | 0 | -1 | 7 | 11
39) Cc1ccc(C)c(OCc2cc(C(=O)N3CCN(c4ccccc4)CC3)no2)c1
 : -99 | 7 | 0 | -19 | -60 | -72 | -23 | 0 | -85 | -29 | -19
40) CCn1c(SCC(=O)Nc2ccc3c(c2)oc2ccccc23)nnc1-c1ccc(N)cc1
 : -26 | 7 | 8 | 17 | -23 | -7 | 25 | 14 | -15 | 1 | 6
41) N#CCC(=N)N1CCN(c2ccccc2Cl)CC1
 : -1 | 4 | 1 | -41 | 0 | -9 | 3 | -6 | -16 | 9 | 3
42) CC(C)c1nc(SCC(=O)Nc2nccs2)c2ccccc2n1
 : 9 | 3 | -4 | 11 | 18 | 14 | 6 | 10 | 7 | -26 | 0
43) CCCC(C(=O)NCCC(C)C)N(Cc1ccc(F)cc1)C(=O)c1snc(C(N)=O)c1N (stereo not given)
 : 4 | -6 | 1 | 21 | -41 | 14 | 14 | 3 | 4 | 6 | -3
44) CCO[C@@H]1OC(C(=O)O)=C[C@H](c2csc3ccccc23)[C@H]1CCCO
 : -8 | -2 | -3 | -5 | 11 | -7 | -11 | 1 | 0 | -12 | -10
45) CC(=O)c1cccc(NC(=S)N2CCC(Cc3ccccc3)CC2)c1
 : -2 | 0 | 10 | -6 | 7 | 11 | 5 | -6 | -9 | -3 | -6
46) CCOC(=O)C1(Cc2cccc(Cl)c2)CCCN(C(=O)c2cccnc2)C1 (stereo not given)
 : 7 | 0 | 0 | 2 | -25 | 17 | 13 | 0 | -6 | 13 | 9
47) CCN(CC(=O)Nc1ccc(NC(C)=O)cc1)C(=O)c1cc(CN2C(=O)c3ccccc3C2=O)ccc1OC
 : -22 | -6 | -5 | 0 | -26 | 2 | -16 | -1 | -1 | 25 | 3
48) COc1ccccc1Nc1nc(N)nc(CN2CCC(Cc3ccccc3)CC2)n1
 : 1 | 0 | -4 | 10 | 4 | 10 | -12 | 11 | 1 | -21 | 1
49) CCSC1=NC2(CCCCC2)Nc2sc3c(c21)CCCC3
 : -3 | 4 | -3 | 8 | -1 | 6 | 5 | -3 | 8 | -11 | 1
50) COc1ccc(/C=C/C(=O)NCc2ccccn2)cc1
 : -33 | -4 | -14 | -22 | -14 | -37 | -2 | 0 | -32 | -11 | 11
51) O=C(c1ccc(COc2ccccc2Br)cc1)N1CCCCC1
 : -26 | -8 | 17 | -43 | -32 | 7 | -59 | -6 | -80 | 15 | 1
52) Cc1ccc(OC(=O)c2ccc(S(=O)(=O)N(C)C)cc2)c(-n2nc3ccccc3n2)c1
 : -77 | -2 | 20 | 15 | -70 | -52 | 7 | -8 | -115 | -63 | 0
53) O=C(COc1ccc(OCc2ccccc2)cc1)NC1CCOC1=O (stereo not given)
 : -20 | -1 | -9 | -16 | -8 | -6 | 6 | 0 | -13 | -2 | -5
54) CCc1ccc(-c2nc(CSCC(=O)N3CCN(c4ccccn4)CC3)c(C)o2)cc1
 : 9 | -1 | -5 | 62* | 14 | 37 | 81* | 5 | 36 | 52* | -11
55) O=S(=O)(c1cccc(C(F)(F)F)c1)N1CCN(c2ccccc2)CC1
 : -50 | -1 | -5 | -2 | 4 | 29 | -3 | 1 | 0 | 4 | -7
56) O=S(=O)(c1ccc(OCC2CO2)cc1)c1ccc(OCC2CO2)cc1 (stereo not given)
 : -31 | -2 | -6 | -11 | -7 | -10 | 17 | 1 | 8 | 15 | -8
57) COc1ccc(N2C(=O)C3CCCN3C2c2ccc(C)cc2)cc1 (stereo not given)
 : -17 | 1 | -5 | -5 | -27 | 0 | -10 | -1 | -2 | -6 | -1

Only part of the results is shown; count on the stated rates, not on these rows.
